Bioassay records (PubChem)
TRPV1 ag – agonists of human vanilloid receptor 1 (TRPV1). activation, % at 8.33 µM. Q8NER1. 320,000 tested, 0.19% active. TRPV1-expressing cells, Fluo-8 calcium influx, agonist mode; in the data active = activation above about 80%; inconclusive = between about 30% and that limit; also: 0% is about no effect
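Cells expressing TRPV1 were dye-loaded with Fluo-8 and read kinetically: 10 s baseline, 3 min after compound (agonist portion), then 2 min after EC20 capsaicin (allosteric enhancer portion). Calcium-bound dye fluorescence at 480/520 nm.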
KCNH2 3.1 inh – inhibitors of human KCNH2 3.1 potassium channel isoform; 340,000 tested, 0.95% active; AID 720553; activity change, % (tested at about 1.8 µM); U2OS KCNH2 3.1, thallium flux FluxOr; hits give low values;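 active = maximum activity change below -70%; inconclusive = maximum activity change from -70% to -50%; inactive = maximum activity change above -50%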;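 also: thallium influx rate constant from kinetic fluorescence after stimulation buffer; % is scaled to controls: 0 for no effect and ±100 for the full control effect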
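We transduce U2OS cells with the mutant 3.1 virus, culture them overnight, load FluxOr with Red40 quencher for 45 min, then add stimulation buffer and read kinetically for 2 min to derive a normalized rate constant.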
GALK inhibitor – blocks human galactokinase activity; 270,000 tested, 0.007% active; AID 1868; Purified GALK, Kinase-Glo residual ATP luminescence; Potency, µM (doses to about 57.5 µM), for inactives: top-dose activity change, negative = inhibition, most hits filed as inhibitors; P51570; also: potency is read from the fitted curve at half-maximal effect; % is scaled to controls: 0 for no effect and ±100 for the full control effect
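ATP-depletion format; final 35 uM ATP, 100 uM D-galactose, 5 nM enzyme; pH 8.0 HEPES/Mg2+ buffer; 60 min RT; luminescence read 10 min after detection reagent.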
A-T KAP1 phos – potential ataxia-telangiectasia treatment. […] A-T fibroblasts, KAP-1 phosphorylation AlphaLISA; neocarzinostatin DNA damage 30 min before lysis. Potency, µM (doses to about 57.5 µM), without a hit: at the highest dose activation, actives largely listed as activators. 320,000 tested, 0.19% active; also: potency is read from the fitted curve at half-maximal effect; % of control where 0% means no effect; nearly all actives have a fitted effect of over 45% in size
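hTERT-immortalized A-T patient fibroblasts ([…]), 500 cells/well in OPTI-MEM, 1% FBS, got compounds for 60 min, then NCS for 30 min at 37C. Lysates were then assayed for phospho-KAP-1 by AlphaLISA (anti-pKAP1 donor, anti-KAP1 acceptor beads), 6 hr at 25C.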
MBNL1 CUG block – inhibitors of human MBNL1 binding to CUG repeat RNA | Q9NR56 | AID 2675 | TR-FRET MBNL1-His/biotin-(CUG)12 binding, 665/545 ratio | 280,000 tested, 0.036% active | Potency, µM (series often up to 57.5 µM), without a hit: at the highest dose activity change, negative = inhibition, usual class: inhibitors; active = well fitted inhibition curve with a large enough effect in the signal ratio, with a control signal flat, not every such curve was filed as active; inconclusive = small, poorly fitted or top-dose-only effect, or effect the other way, or a change in a side signal; inactive = no such curve, though single readings can be large or run the other way; the % refers to the signal ratio; also: potency is read from the fitted curve at half-maximal effect; % is scaled to controls: 0 for no effect and ±100 for the full control effect
Target sequence (Q9NR56 whole entry, looked up): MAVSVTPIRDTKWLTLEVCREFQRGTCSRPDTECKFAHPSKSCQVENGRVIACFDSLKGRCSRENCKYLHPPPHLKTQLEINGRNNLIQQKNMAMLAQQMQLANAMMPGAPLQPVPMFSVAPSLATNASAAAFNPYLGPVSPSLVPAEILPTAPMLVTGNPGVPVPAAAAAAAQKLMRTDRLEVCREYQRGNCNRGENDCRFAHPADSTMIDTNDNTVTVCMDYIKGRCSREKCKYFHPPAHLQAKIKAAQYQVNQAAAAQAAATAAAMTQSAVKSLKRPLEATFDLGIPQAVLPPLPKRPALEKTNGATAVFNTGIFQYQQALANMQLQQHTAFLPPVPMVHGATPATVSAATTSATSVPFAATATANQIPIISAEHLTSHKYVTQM
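Compound titration spanned 92 nM–58 uM against the MBNL1-His/biotin-(CUG)12 complex. After 60 min at room temperature with 5 nM streptavidin-XL665 and 0.055 ng/ul terbium anti-His, ratiometric 665/545 nm emission (Ex 340 nm) normalized to controls.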
Integrin act MD – activates integrin-mediated alleviation for muscular dystrophy. Potency, µM (top dose mostly 38.3 µM), for the others: at the top dose activation, actives largely listed as activators. 350,000 tested, 0.064% active. alpha7betagal myoblasts, beta-gal FDG fluorescence, 48 h. AID 624291;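 also: potency is read from the fitted curve at half-maximal effect; 100% = response of the positive control SU9516; nearly all actives have a fitted effect of over 60% in size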
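Alpha7betagal+/- myoblasts (passage 13) were plated 16-24 hr, then exposed to compounds (1:260 dilution of DMSO stock) for 48 hours at 37C. After MPER lysis, β-galactosidase reporter activity was read as FDG fluorescence (ex 480/em 540) after 30 minutes.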
MLL CXXC-DNA inh – inhibitors of human MLL CXXC domain-DNA interaction | Q03164 | MLL-CXXC / FITC-HOXA9 DNA fluorescence polarization | Potency, µM (doses to about 115 µM), inactives show top-dose activity change, negative = inhibition, actives largely listed as inhibitors | 290,000 tested, 0.037% active | AID 2662; active = well fitted inhibition curve with a large enough effect in the polarisation, with a control signal flat, not every such curve was filed as active; inconclusive = small, poorly fitted or top-dose-only effect, or effect the other way, or a change in a side signal; inactive = no such curve, though single readings can be large or run the other way; the % refers to the polarisation; also: potency is read from the fitted curve at half-maximal effect
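Purified MLL-CXXC (added from a 7 uM solution) was preincubated 5 min at ambient with pinned compounds in 50 mM Tris-HCl pH 7.5, 50 mM NaCl, 1 mM DTT, 0.05% BSA. Fluorescein-labeled HOX-A9 DNA (50 nM solution) followed, 30 min, then polarization read.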
hERG WT inh – blocks the wildtype human KCNH2 potassium channel. Q12809. U2OS, BacMam KCNH2, thallium flux FluxOr; hits give low values. activity change, % at 1.84 µM. 340,000 tested, 0.37% active;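 active = maximum activity change below -70%; inconclusive = maximum activity change between -70% and -50%; inactive = maximum activity change above -50%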; also: % is scaled to controls: 0 for no effect and ±100 for the full control effect
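U2OS cells transduced with wild-type KCNH2 virus are loaded with FluxOr dye for 45 min, and thallium flux is measured in kinetic reads before and after stimulation buffer. Rate constants are normalized to DMSO controls.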
Coupling enz – coupling enzyme interference in Giardia aldolase counter-screen. activity change, negative = inhibition, % at 58.2 µM, hits read low. coupling enzyme system counterscreen, AmpLite Red fluorescence. 290,000 tested, 0.67% active; in the data active = activity change below about -30%; also: % is scaled to controls: 0 for no effect and ±100 for the full control effect
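Coupling enzymes only (glyceraldehyde-3-phosphate) + compound, at 57.5 uM final, 10 min RT; add substrate/coupling/AmpLite Red mix, 20 min RT; fluorescence ex 525/em 598 nm. Actives flag coupling-system interference.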
ASM inhibitor – blocks human secretory acid sphingomyelinase; placental ASM, HMU-PC fluorogenic substrate, 60 min; AID 504937; 340,000 tested, 0.006% active; P17405; Potency, µM (highest dose often 57.5 µM), for the others: at the highest dose activity change, negative = inhibition, most hits filed as inhibitors; also: potency is read from the fitted curve at half-maximal effect
Target sequence (P17405 47-631 limits assumed): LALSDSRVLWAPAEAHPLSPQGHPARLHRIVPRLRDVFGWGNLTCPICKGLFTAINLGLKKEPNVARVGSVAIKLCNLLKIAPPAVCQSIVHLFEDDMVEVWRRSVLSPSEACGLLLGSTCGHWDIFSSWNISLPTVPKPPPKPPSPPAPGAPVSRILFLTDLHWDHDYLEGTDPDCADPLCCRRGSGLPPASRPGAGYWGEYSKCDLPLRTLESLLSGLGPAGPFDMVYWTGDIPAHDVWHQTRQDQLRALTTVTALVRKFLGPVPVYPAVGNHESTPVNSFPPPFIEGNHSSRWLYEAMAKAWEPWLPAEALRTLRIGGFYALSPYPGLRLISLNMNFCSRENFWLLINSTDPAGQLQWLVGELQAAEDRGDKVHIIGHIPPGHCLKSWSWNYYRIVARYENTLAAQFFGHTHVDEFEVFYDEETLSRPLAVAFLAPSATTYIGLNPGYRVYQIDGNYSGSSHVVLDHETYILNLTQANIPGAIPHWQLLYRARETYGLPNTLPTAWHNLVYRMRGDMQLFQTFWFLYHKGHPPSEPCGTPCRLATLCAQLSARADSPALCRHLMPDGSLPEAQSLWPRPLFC
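Human placenta-derived ASM preincubated with compound 10 min at room temperature, then reacted with 9 uM (final) fluorogenic HMU-PC substrate for 60 min at 37 C. Stop solution raises pH to 10; fluorescence read at Ex 386/Em 447 nm.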
* = called active by the depositor; ? = inconclusive; . = no result given; [ ] = remark or other dose. Unless noted, calls follow the shape of the dose curve; as a rule, active = well fitted curve in the direction sought with a large enough effect; inconclusive = small, poorly fitted or top-dose-only effect, or another doubt; inactive = no such curve, though single readings can be large; an effect the other way counts as inactive or inconclusive.

SMILES | TRPV1 ag | KCNH2 3.1 inh | GALK inhibitor | A-T KAP1 phos | MBNL1 CUG block | Integrin act MD | MLL CXXC-DNA inh | hERG WT inh | Coupling enz | ASM inhibitor
Cc1cccc(NC(=O)[C@H](Cc2ccccc2)NC(=O)OCc2ccccc2)c1 | ? | -7 | 0% | 1% | . | 12% | -1% | -3 | 4 | 2%
CCOC(=O)c1c(C)[nH]c(C)c1S(=O)(=O)NC(CC)CN1CCOCC1 (stereo not drawn) | 2 | 2 | 1% | 9% | -3% | 5% | 10% | -6 | 0 | 2%
Cc1cc(C)nc(SC2CC(=O)N(c3ccc(Br)cc3)C2=O)n1 (stereo not drawn) | -2 | -10 | -1% | -4% | -3% | -17% | -4% | 5 | 0 | -1%
O=C(N/N=C/c1ccco1)c1cc(-c2ccc3ccccc3c2)n[nH]1 | -2 | -13 | -3% | -5% | 12% | -46%[inhibitor] | 62%[activator] | -8 | 0 | -26%
COC(=O)c1c(NC(=O)COC(=O)CCNS(=O)(=O)c2ccccc2)sc(C)c1C | 2 | . | -4% | -1% | 3% | -1% | 8% | -16 | . | -9%
CC(C)C(=O)NC(=S)Nc1ccccc1N1CCN(C(=O)c2ccc(Cl)cc2)CC1 | ? | -5 | -3% | 2% | 1% | -18% | 3% | 1 | 1 | -7%
COc1cccc(-c2ncc3ccccc3c2COC(=O)c2ccc(Br)cc2)c1 | 4 | -13 | . | 4% | . | -18% | . | -11 | . | -7%
CN(C)c1ccc([C@@H]2[C@@H]([N+](=O)[O-])[C@H]3C=Cc4ccccc4N3[C@H]2C(=O)c2ccc(Cl)cc2)cc1 | -2 | 16 | 2% | 4% | 38%[activator] | -39% | 14% | -6 | -3 | ?
Cc1cc(C)n2nc(SCC(=O)N/N=C/c3cccc(Br)c3)nc2n1 | -3 | 11 | 3% | . | -11% | -29% | 5% | 20 | -32* | -4%
COc1ccc(Nc2nc(N)c(C(=O)c3ccc(F)cc3)s2)cc1 | 4 | 4 | . | -11% | 13% | -12% | ? | 0 | 1 | -14%
O=C(N/N=C/c1cn(-c2ccccc2)nc1-c1ccc2c(c1)OCCO2)c1ccncc1 | 27 | 5 | 0% | 3% | 1% | 24% | 5% | 0 | 2 | 4%
O=C(Nc1ccccc1Br)c1cccc2ccccc12 | . | -1 | . | . | . | -15% | . | 1 | . | -3%
O=C(O)c1c(F)c(F)cc2ccccc12 | 1 | -18 | 0% | -3% | 29% | -13% | -1% | -2 | 5 | 2%
Cc1cc(NC(=O)COC(=O)C2CC(=O)N(c3ccc(C)c(Cl)c3)C2)no1 (stereo not drawn) | 5 | 5 | 16% | -1% | -4% | -60%[inhibitor] | -5% | 9 | 1 | -1%
COc1ccc(CN(CCN)C2CC(C)N(C)CC2C)cc1 (stereo not drawn) | 1 | 7 | 6% | 3% | -6% | -41% | -8% | 5 | 3 | -8%
O=C(c1ccco1)N(CCC(c1ccccc1)c1ccco1)Cc1ccco1 (stereo not drawn) | 14 | 3 | -2% | -2% | 7% | -38% | 7% | 3 | 1 | -23%
CCC1=NN(C(=O)c2ccc([N+](=O)[O-])cc2)C(O)(c2ccccc2)C1 (stereo not drawn) | 6 | -3 | 7% | -8% | ? | 1% | -18% | 2 | 8 | -17%
Cc1cccc(-c2noc(-c3ccc4c(c3)OCO4)n2)c1 | -2 | 0 | 9% | -5% | -1% | 10% | 3% | 4 | 0 | 5%
COc1ccc(Nc2nnc(-c3ccc(O)cc3)c3ccccc23)cc1C(N)=O | -3 | 2 | 4% | 2% | ? | -9% | -7% | 20 | 5 | -7%
O=C(C1CCN(C2CCN(Cc3cccc4c3OCO4)CC2)CC1)N1CCOCC1 | 3 | 2 | -2% | 2% | -1% | 0% | 2% | 14 | -1 | 1%

Entries of single compounds, looked up by structure.
O=C(C1CCN(C2CCN(Cc3cccc4c3OCO4)CC2)CC1)N1CCOCC1 is listed as TRPV1 ag = 3; KCNH2 3.1 inh = 2; GALK inhibitor = -2%; A-T KAP1 phos = 2%; MBNL1 CUG block = -1%; Integrin act MD = 0%; MLL CXXC-DNA inh = 2%; hERG WT inh = 14; Coupling enz = -1; ASM inhibitor = 1%
O=C(c1ccco1)N(CCC(c1ccccc1)c1ccco1)Cc1ccco1 (stereo not drawn) is listed as TRPV1 ag = 14; KCNH2 3.1 inh = 3; GALK inhibitor = -2%; A-T KAP1 phos = -2%; MBNL1 CUG block = 7%; Integrin act MD = -38%; MLL CXXC-DNA inh = 7%; hERG WT inh = 3; Coupling enz = 1; ASM inhibitor = -23%

Next results follow:
SMILES | TRPV1 ag | KCNH2 3.1 inh | GALK inhibitor | A-T KAP1 phos | MBNL1 CUG block | Integrin act MD | MLL CXXC-DNA inh | hERG WT inh | Coupling enz | ASM inhibitor
Cn1c(SCC(=O)OCC(=O)c2ccccc2)nnc1-c1cccs1 | 0 | -16 | 0% | . | -10% | -21%[7.66 µM] | 1% | 9 | 0 | 0%
COc1ccc([C@@H]2CC=C(C(=O)O)[C@H](c3ccc(Cl)cc3)N2S(=O)(=O)c2ccc(C)cc2)cc1OC | -3 | -2 | . | 12% | . | -14% | . | -1 | . | 6%
O=C1c2ccccc2NC(c2c(Cl)cccc2Cl)N1Cc1ccccc1 (stereo not drawn) | 3 | -31 | 0% | 24% | -6% | -9% | -13% | -5 | 2 | 363%[activator]
COc1cc2cc(CN(CCc3cccc(C)c3)C(=S)NCCCN(C)C)c(=O)[nH]c2cc1OC | 0 | 5 | 2% | 5% | . | -42% | ? | -3 | 2 | 15%
CCOC(=O)c1c(C)[nH]c(C(=O)N2CCCC(C(=O)c3ccccc3OC)C2)c1C (stereo not drawn) | 1 | 6 | -2% | 18% | -22% | 15% | 6% | 6 | -2 | -2%
Cc1ccc(NC(=O)CN(C)S(=O)(=O)c2ccc3c(c2)n(C)c(=O)c(=O)n3C)cc1 | -2 | -12 | 5% | 3% | 6% | 28% | 0% | 2 | . | 1%
COc1ccc(OC)c(C2C(C#N)=C(N)N(N(C)C)C3=C2C(=O)CC(C)(C)C3)c1 (stereo not drawn) | 2 | 2 | 10% | -6% | 6% | -1% | 7% | 4 | -1 | -1%
COCCNC(=S)N1CCN(c2ccc(Cl)cc2)CC1 | 20 | . | 0% | -1% | 5% | 1% | -3% | 4 | 1 | 2%
CC(=O)N1CCN(CC(=O)Nc2ccc(SC(F)F)cc2)CC1 | 0 | -27 | 4% | 1% | -5% | 14% | 6% | 12 | -2 | .
COC(=O)c1ccc(CSc2n[nH]c(C)n2)o1 | -2 | 12 | -3% | -6% | -19% | -1% | 3% | 2 | -3 | 1%
O=C(NC(Cc1c[nH]c2ccccc12)C(=O)O)c1ccc2c(c1)OCO2 (stereo not drawn) | -5 | 18 | 3% | 3% | 6% | -25% | 3% | -3 | 7 | 7%
COc1cccc(NC(=O)COC(=O)CCS(=O)(=O)c2ccc(C)cc2)c1 | -3 | -16 | -5% | -10% | -6% | -14% | -5% | -8 | -1 | 1%
CC(C)(C)OC(=O)NCCc1nnc(SCc2ccccc2)o1 | 10 | -1 | 4% | -8% | -5% | 24% | -11% | 2 | 3 | -2%
COc1ccc2nc(SCC(=O)NCc3ccc(OC)c(OC)c3)[nH]c2c1 | 3 | -9 | 6% | 3% | -15% | 18% | 4% | 1 | 2 | -1%
CCCCc1nnc(NC(=O)CCS(=O)(=O)c2ccc(C)cc2)s1 | 1 | 7 | . | 8% | . | -70%[inhibitor] | . | 6 | . | 4%
O=S(=O)(c1ccccc1F)N(Cc1ccco1)Cc1nnc(-c2ccccc2Br)o1 | 8 | 7 | -2% | 6% | -4% | -19% | -8% | 8 | -3 | -2%
O=C1C(Cl)=C(N2CCCCC2)C(=O)C(Cl)=C1c1cnc(N2CCCCC2)s1 | 4 | 25 | -1% | 9% | 35%[activator] | -53%[inhibitor] | 3% | -4 | -46* | -13%

Sorted by SMILES length (descending): some entries from above.
SMILES | TRPV1 ag | KCNH2 3.1 inh | GALK inhibitor | A-T KAP1 phos | MBNL1 CUG block | Integrin act MD | MLL CXXC-DNA inh | hERG WT inh | Coupling enz | ASM inhibitor
O=C1C(Cl)=C(N2CCCCC2)C(=O)C(Cl)=C1c1cnc(N2CCCCC2)s1 | 4 | 25 | -1% | 9% | 35%[activator] | -53%[inhibitor] | 3% | -4 | -46* | -13%
O=C(NC(Cc1c[nH]c2ccccc12)C(=O)O)c1ccc2c(c1)OCO2 (stereo not drawn) | -5 | 18 | 3% | 3% | 6% | -25% | 3% | -3 | 7 | 7%
COc1ccc2nc(SCC(=O)NCc3ccc(OC)c(OC)c3)[nH]c2c1 | 3 | -9 | 6% | 3% | -15% | 18% | 4% | 1 | 2 | -1%
